KKLEB cytotox: reduces viability of KKLEB cystic fibrosis airway cells | KKLEB CF airway cells viability, ATPlite luminescence, overnight; stronger effect = lower value; cells stimulated with P. aeruginosa culture filtrate | activity change (cytotoxicity), % at 5 µM | 360,000 compounds, 0.36% hits;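 active means corrected activity change at or below -50% at 5 µM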
Shn3 3UTR inh: Schnurri-3 reporter inhibition in Clone20 osteoblasts; Clone20 osteoblast Shn3 3'UTR firefly luciferase, 24 h; AID 588674; 360,000 compounds, 0.52% hits; inhibition, % at 12.5 µM;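 active means mean inhibition of at least 75% with every replicate also reaching 75%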;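 further: 0% = median of neutral control wells and 100% = pilot-screen positive control compound; some compounds past the cut are filed as inactive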
TRPM1 prom inh: reduces MITF-dependent TRPM1 promoter luciferase signal | SK-MEL-5 TRPM1 promoter luciferase, 24 h | inhibition, % at 12.5 µM | 330,000 compounds, 0.83% hits;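 active means mean inhibition across replicates of 60% or more, whatever share of single replicates reaches that level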; further: values of inactives mirror those of a sister screen read the other way
Peg3 prom inh: inhibitors of Peg3 promoter; inhibition, % at 20 µM; 360,000 compounds, 1.7% hits; HeLa PEG-Prom luciferase reporter, luminescence, overnight; AID 588405;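 active means inhibition of at least 50% at 20 µM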
C8 TRAIL sens: caspase-8 TRAIL sensitization. NB7+C8 cells + TRAIL, ATPlite viability luminescence. inhibition (viability loss, TRAIL sensitization), % at 10 µM. 360,000 compounds, 1% hits;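 active means compounds causing at least 50% loss of cell viability in the single-dose screen, relative to plate controls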
NR2E3 ag-1: agonists of human NR2E3 nuclear receptor; Q9Y5X4; CHO-S Gal4-NCOR/VP16-NR2E3 two-hybrid, luciferase; inhibition of corepressor binding, % at 3.98 µM; 360,000 compounds, 0.35% hits; AID 602229;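 active means inhibition above the mean of all tested compounds plus 3 SD, cut at about 70% in these data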;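 further: 0% = DMSO with NR2E3 transfected cells and 100% = cells lacking NR2E3 construct; higher means lower luciferase signal from less NR2E3 corepressor binding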
Target sequence (Q9Y5X4 whole entry, looked up, the tested form may be a part): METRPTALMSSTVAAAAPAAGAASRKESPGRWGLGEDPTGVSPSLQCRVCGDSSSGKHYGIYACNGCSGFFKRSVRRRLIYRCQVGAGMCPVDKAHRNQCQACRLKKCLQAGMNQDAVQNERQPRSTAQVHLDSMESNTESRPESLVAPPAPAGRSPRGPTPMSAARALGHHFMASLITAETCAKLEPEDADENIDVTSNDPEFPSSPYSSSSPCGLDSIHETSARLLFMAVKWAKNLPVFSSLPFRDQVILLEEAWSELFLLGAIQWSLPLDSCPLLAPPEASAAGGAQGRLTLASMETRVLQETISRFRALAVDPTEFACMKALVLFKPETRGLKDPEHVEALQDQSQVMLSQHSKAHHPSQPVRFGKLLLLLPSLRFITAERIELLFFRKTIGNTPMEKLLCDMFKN
TWEAK-Fn14 inh: TWEAK-Fn14 signaling inhibition; TWEAK-stimulated Fn14 reporter cells, luciferase luminescence, 8 h; inhibition, % at 10 µM; 360,000 compounds, 2% hits; AID 1159606; in the data active means inhibition above about 50%
CF NFkB inh: cystic fibrosis NF-kB activation inhibition; KKLEB NF-kB-GFP reporter, PAF-induced, GFP fluorescence overnight; inhibition, % at 5 µM; 360,000 compounds, 0.86% hits; AID 588850;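 active means at least 50% inhibition at 5 µM, scaled per plate between neutral and stimulator controls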;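 further: PAF is a Pseudomonas aeruginosa culture filtrate used as stimulus; plate controls were PAF-stimulated DMSO wells for no effect and unstimulated DMSO wells for full effect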
TROY signal inh: TROY signaling inhibition. Q293 LMP1-TROYcd NF-kB luciferase reporter, 4 h. 360,000 compounds, 0.98% hits. inhibition, % at 10 µM. AID 1347056;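 active means compounds whose plate-normalised and pattern-corrected inhibition of the luciferase reporter signal at the single screening dose is 50% or more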
HIF-2a block: blocks HIF-2a reporter activity; AID 624352; 786-0 RCC cells HIF-2a reporter, luciferase luminescence, overnight; inhibition, % at 18.8 µM; 360,000 compounds, 0.72% hits;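 active means inhibition of the luminescence signal of 40% or more relative to plate controls, in a single-dose primary screen at 18.75 µM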
NR2E3 ag-2: activates human photoreceptor nuclear receptor NR2E3 | inhibition of corepressor binding, % at 4.78 µM | AID 2300 | Q9Y5X4 | GST-NR2E3/biotin-RetCOR TR-FRET, 1536-well | 320,000 compounds, 0.12% hits;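 active means percent inhibition above the cutoff of mean plus 3 SD of all tested compounds, set per screening campaign, cut at about 20% in these data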;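 further: 0% = DMSO wells and 100% = biotin wells as full block of FRET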
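Test system – NR2E3–RetCOR corepressor complex · Quantity – NR2E3 fusion 1.35 nM · Buffer or medium – Tris pH 7.5 · Incubation – Compound–protein incubation for 5 h at 4 °C · Technique – TR-FRET, Eu(K)-anti-GST donor, streptavidin-D2 acceptor, ex 340, em 617/671 nm · Evaluation – percent inhibition of 671/617 nm emission ratio versus biotin and DMSO controls · Plate – 1536-well format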
* marks the source's active call; other numbers are inactive results; . = not tested or not shown. The list is partial; the hit share may differ from the screen's.

SMILES	NR2E3 ag-1	KKLEB cytotox	C8 TRAIL sens	NR2E3 ag-2	Peg3 prom inh	TWEAK-Fn14 inh	HIF-2a block	TROY signal inh	TRPM1 prom inh	Shn3 3UTR inh	CF NFkB inh
CCn1c(COc2cccc(OC)c2)nnc1SCC(=O)NC1CCCC1	-6	2	-4	.	12	52	8	0	-7	6	6
CCN(CC)Cc1nc2c(c(=O)[nH]1)C1(CCCC1)Cc1ccccc1-2	-18	-7	8	8	2	-14	24	0	-5	7	-8
CCCS(=O)(=O)c1csc(C(=O)OC)c1N	-10	8	-1	0	18	-13	16	3	.	4	3
CCOC(=O)C1=C(c2ccccc2)NC(=S)NC1c1ccc(Cl)cc1 (stereo unspecified)	-13	4	-9	3	22	9	21	13	-19	-8	7
C=CCNc1nc(Nc2ccc([N+](=O)[O-])cc2)nc(OCC)n1	-12	-2	7	1	19	-27	2	0	-5	10	6
C(=C1c2ccccc2-c2ccccc21)c1ccccn1	-5	-9	10	.	-7	3	-22	-15	-7	-10	29
COc1ccc(C(=O)N=C2SC3CS(=O)(=O)CC3N2Cc2ccc(OC)c(OC)c2)cc1 (stereo unspecified)	2	-4	-2	-5	7	-1	6	5	-4	-8	5
O=C(Nc1nc2ccccc2[nH]1)C1CCC1	-104	4	-31	-1	-159	20	-208	-60	-56	-38	-3
CCOC(CNc1c([N+](=O)[O-])c(=O)n(C)c(=O)n1C)OCC	4	5	-3	-2	2	14	17	1	8	17	-2
COc1cccc(/C=C2\SC(=S)N(CCCC(=O)Nc3cc(C)on3)C2=O)c1	-7	-3	-7	3	27	-36	34	2	-9	20	7
Cn1c(C(=O)NCCCN2CCN(c3ccc(F)cc3)CC2)cc2c(=O)n(C)c3ccccc3c21	-7	-36	8	.	-15	-48	-13	-3	.	8	-17
C[C@@H]1CCCCO[C@H](CN(C)C(=O)Cc2ccccc2)[C@H](C)CN([C@@H](C)CO)C(=O)c2cc(NC(=O)Nc3ccc(F)cc3)ccc2O1	-24	-5	31	.	9	3	7	-2	.	-4	0
CCOC(=O)c1c(-c2ncc(C(F)(F)F)cc2Cl)noc1C	-4	-5	-7	2	3	8	12	-3	-3	3	6
CCCN1CCC(C(=O)NC(c2ccc(F)cc2)c2ncccc2C)CC1 (stereo unspecified)	-15	-6	4	.	-1	-3	9	4	.	6	10
CCOc1ccc(N2C(=O)C(c3ccccc3)=C(c3nc4ccccc4s3)C2NC(C)=O)cc1 (stereo unspecified)	-35	0	-1	-2	-29	-24	-8	-1	-17	-23	-6

Further compounds follow.
SMILES	NR2E3 ag-1	KKLEB cytotox	C8 TRAIL sens	NR2E3 ag-2	Peg3 prom inh	TWEAK-Fn14 inh	HIF-2a block	TROY signal inh	TRPM1 prom inh	Shn3 3UTR inh	CF NFkB inh
COc1c(S(=O)(=O)N2CCCCC2)ccc2c(S(=O)(=O)N3CCCCC3)cccc12	-11	7	12	1	39	64*	9	43	33	4	11
COc1cc2c(cc1OC)CN(C(=O)CN1CCN(S(=O)(=O)c3ccccc3)CC1)CC2	-29	-3	-9	0	9	4	4	2	16	-40	9
CC1=Nc2cc([N+](=O)[O-])ccc2NC(C)(C)C1	-140	-5	8	2	13	8	-15	-45	6	-10	-12
CC1=C(C(=O)N(C)C)CC(CC(=O)NC2CCCC2)C(=O)N1Cc1ccccc1 (stereo unspecified)	-57	-12	-9	.	-4	9	2	-1	.	1	22
COc1ccc(NC(=O)NCc2cccnc2)cc1	-7	4	-4	-2	-14	6	-5	-11	-6	-9	10
CCCc1nc2c(nnn2Cc2ccccc2F)c(=O)[nH]1	-12	-35	-25	3	21	20	-14	5	-4	-5	40
COc1cccc(-n2nnc3c(=O)n(Cc4ccc(C)cc4)cnc32)c1	-30	-1	-5	1	-42	-20	-85	-39	-10	17	-1
O=C(NCCN1CCN(C(=O)c2ccc(F)cc2)CC1)C(=O)NCc1ccccc1	-13	2	-1	4	10	13	15	1	5	-4	9
CCNC(=S)Nc1ccc(OCC)cc1	11	-4	2	-1	-6	1	-5	-10	-13	-1	4
CCC(C)(C)NC(=O)CN(Cc1ccc2c(c1)OCO2)C(=O)CCC(=O)Nc1nccs1	15	-10	6	1	6	-23	24	17	5	6	10
Cc1ccc(CS/C(Nc2ccccc2C)=C(\C#N)C(N)=O)c(C)c1	19	-28	-8	0	17	29	14	3	-1	2	0
COc1cc(/C=N\NC(=O)c2nonc2N)c(OC)cc1Br	14	-3	9	-2	21	1	20	14	11	28	23
O=C(c1cccc(NS(=O)(=O)c2ccc(Br)cc2)c1)N1CCCCC1	19	11	-24	-3	8	4	1	5	5	-9	10
O=C(Cc1ccc(F)cc1)NCCc1cnc[nH]1	-13	6	17	0	11	20	-44	-18	0	-11	-13
COc1ccc(/C=N/NC(=O)c2ccncc2)c(OC)c1	-11	3	-7	1	6	-6	20	-7	3	-6	4

(next part)
SMILES	NR2E3 ag-1	KKLEB cytotox	C8 TRAIL sens	NR2E3 ag-2	Peg3 prom inh	TWEAK-Fn14 inh	HIF-2a block	TROY signal inh	TRPM1 prom inh	Shn3 3UTR inh	CF NFkB inh
NC(=O)NC(c1ccc(Cl)cc1)c1ccccc1Cl (stereo unspecified)	12	-5	0	0	10	0	20	12	9	14	6
O=C(Nc1ccc2c(c1)OCO2)C1COc2ccccc2O1 (stereo unspecified)	-1	4	-4	-1	-250	-18	-254	-42	-52	-42	2
CCc1ccc(OCC2NCCc3cc(OC)c(OC)cc32)cc1 (stereo unspecified)	-5	-2	4	0	5	17	7	6	-6	10	25
O=C1NC2(CCCCCC2)C(=O)N1Cc1ccc([N+](=O)[O-])cc1	1	7	18	0	11	-18	15	-13	0	-7	5
Cc1ccc(C(=O)c2ccccc2C(=O)OCC(=O)NCCc2ccccc2)cc1	-10	0	7	2	15	8	-2	3	12	2	-8
O=C(NCC1CCCO1)c1cc(NS(=O)(=O)c2cccs2)cc(NS(=O)(=O)c2cccs2)c1 (stereo unspecified)	6	-3	-20	1	3	-5	-2	-3	1	6	3
CCCNC(=O)CC(NS(=O)(=O)c1ccc(Cl)cc1)c1ccco1 (stereo unspecified)	-1	6	-3	1	7	-9	13	2	4	-3	-8
O=C(O)/C=C(/c1ccccc1)C(F)(F)F	-5	-2	8	.	5	-14	22	-7	0	7	4
COc1ccccc1CNCC(=O)Nc1cc(S(=O)(=O)N2CCCCC2)ccc1C	-2	-20	18	.	-2	28	-1	4	15	9	0
NNC(=S)Nc1ccc(S(=O)(=O)N2CCCCC2)cc1	-6	10	-15	1	6	-2	17	8	4	19	7
CCCn1c(=O)c(C#N)cn(C2CC2)c1=O	0	6	3	-1	-7	-7	12	12	-1	3	-8
CCOC(=O)c1cc(S(=O)(=O)NCc2ccc3c(c2)OCO3)cn1C	5	-3	-3	-2	12	-2	8	-15	-4	5	9
CCCCCc1ccc(-c2cn(CCc3c[nH]c4ccccc34)nn2)cc1	-8	4	7	1	-17	-4	-20	4	-10	15	-10
Cc1nc(Br)c(Br)c(C)c1Br	-24	6	-3	3	-17	-4	-2	-20	-18	10	12
CCC(CC)NC(=O)Nc1ccc(C)cc1	4	2	12	3	-27	-14	-8	-7	3	-8	-4

Some values from the entries so far.
Cc1ccc(C(=O)c2ccccc2C(=O)OCC(=O)NCCc2ccccc2)cc1 in NR2E3 ag-1 reads -10
CCOC(=O)c1cc(S(=O)(=O)NCc2ccc3c(c2)OCO3)cn1C in TWEAK-Fn14 inh reads -2

Following part.
SMILES	NR2E3 ag-1	KKLEB cytotox	C8 TRAIL sens	NR2E3 ag-2	Peg3 prom inh	TWEAK-Fn14 inh	HIF-2a block	TROY signal inh	TRPM1 prom inh	Shn3 3UTR inh	CF NFkB inh
Cc1ccc[n+](CC(=O)N2CCCc3ccccc32)c1	-9	2	8	5	4	2	17	17	4	-11	6
COc1cc(C2NC(=S)NC(C)=C2C(=O)Nc2ccc(C)cc2)ccc1O (stereo unspecified)	-86	1	0	2	-231	-11	-277	-50	-30	-87	-5
O=C(C[C@H]1C[C@H](C(=O)N2CCOCC2)[C@@]2(CCC3CCCC3)c3[nH]c4cc(-c5ccco5)ccc4c3CCN2C1=O)NCCC1=CCCCC1	3	6	-6	.	26	6	-14	-10	-4	15	30
O=[N+]([O-])c1ccc2[nH]c3c(c2c1)CCCC3	6	-8	29	4	-30	-57	-30	5	-14	-11	8
O=C(c1c(F)cccc1F)N(Cc1ccccc1)Cc1ccccc1	-24	-9	-3	0	18	-12	-3	-7	16	14	23
CN(C)S(=O)(=O)c1ccc(C(=O)NCc2nnc(SCC(=O)NCc3ccco3)o2)cc1	-17	8	-22	-3	5	-5	10	-7	-7	-6	-6
COc1ccccc1NC(=S)NC1CCC(CC2CCC(NC(=S)Nc3ccccc3OC)CC2)CC1 (stereo unspecified)	8	14	5	2	3	1	16	17	7	49	-2
CC1(C)CC(=O)C2=C(C1)c1c(ccc3ccccc13)NC2c1cc([N+](=O)[O-])cc([N+](=O)[O-])c1O (stereo unspecified)	57	41	-7	0	29	42	36	53*	17	10	30
CCCCCC(=O)N1C[C@H](O)[C@@H](n2cc(COC(=O)c3ccccc3)nn2)C[C@@H]1c1ccc(C)cc1	-15	4	14	.	41	18	9	3	.	-7	-3
C[n+]1ccc(C(=O)NCc2ccccc2)cc1	-11	-10	-6	7	-1	15	16	7	-1	1	-18
O=C(c1ccccc1CCc1ccccc1)N1CCCC1	-22	10	5	.	1	8	-4	-5	8	9	-12
Cc1ccc(OCC(=O)N(C)CC(=O)Nc2ccc(Cl)c(C(F)(F)F)c2)c([N+](=O)[O-])n1	-26	6	-5	1	15	-13	6	-5	2	7	32
CCCc1cc(C(=O)Nc2ccc(F)cc2F)no1	-19	11	-6	7	-238	-4	-222	-54	.	-64	-10
O=C(O)[C@H](Cc1c[nH]c2ccccc12)Nc1ncccc1[N+](=O)[O-]	-23	1	8	-1	5	34	18	8	.	-4	9
Cc1cccc2cc(C#N)c(N3CCC(O)CC3)nc12	17	-1	-13	0	9	6	21	19	6	-2	-20

(more compounds)
SMILES	NR2E3 ag-1	KKLEB cytotox	C8 TRAIL sens	NR2E3 ag-2	Peg3 prom inh	TWEAK-Fn14 inh	HIF-2a block	TROY signal inh	TRPM1 prom inh	Shn3 3UTR inh	CF NFkB inh
CSc1cccc(CN2CCN(CCc3ccccc3)C(CCO)C2)c1 (stereo unspecified)	-3	2	2	5	15	13	17	-2	9	-13	-8
CCCCc1ccc(S(=O)(=O)NCCc2ccncc2)cc1	70	-8	10	1	12	36	7	20	11	42	5
CCOC(=O)c1c(NC(=O)c2cccnc2)sc(C(C)=O)c1C	-2	6	-5	4	-11	-6	9	-14	-4	-38	-54
CCc1nn(CCCC(=O)NCc2ccco2)c(=O)c2cc3occc3n12	-22	1	-8	1	2	11	0	-9	-6	5	-11
Cc1cccc(CSCCNC(=O)COc2ccc(Cl)cc2)c1	4	-26	-5	2	6	-13	23	4	5	-17	1
CCOc1ccc(NC(=O)c2ccc(F)c(S(=O)(=O)N3CCN(c4ccccn4)CC3)c2)cc1	9	-6	11	1	4	44	-11	44	26	69	-3
